Screening data (PubChem)
LYPLA2 counter: LYPLA2 inhibitors, primary screen, counter-screen for PME1 inhibitor project, biochemical, fluorescence polarization, FP-Rh probe ABPP | recombinant LYPLA2 | Acyl-protein thioesterase 2 (Homo sapiens), O95372 | inhibition, % at 5.9 µM | 320,000 compounds, 0.38% hits;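 active = inhibition above the screen-wide mean plus 3 SD, limit set per campaign, cut at about 26% in these data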;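 note: 0% = LYPLA2 with DMSO and 100% = wells lacking LYPLA2 enzyme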
PAFAH1B2 FP inh: PAFAH1B2 enzyme inhibitors, primary screen, biochemical, fluorescence polarization, human; AID 492953, 2010; 340,000 compounds, 1.2% hits; inhibition, % at 3.39 µM; recombinant PAFAH1B2, FP-rhodamine activity probe; Platelet-activating factor acetylhydrolase IB subunit alpha2 (Homo sapiens), P68402;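 active = inhibition above the mean of all tested compounds plus 3 SD, cut at about 24% in these data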;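 note: 0% = enzyme with DMSO and 100% = wells lacking PAFAH1B2; many of its hits are not listed in these tables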
GSTO1 counter: inhibitors of recombinant GSTO1, primary screen, counter-screen for RBBP9 inhibitor project, biochemical, fluorescence polarization. Glutathione S-transferase omega-1 (Homo sapiens), P78417. inhibition, % at 5.96 µM. 300,000 compounds, 1.1% hits. AID 1974, 2009. activity-based probe fluorescence polarization;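 active = inhibition above the campaign mean inhibition plus 3 SD, cut at about 35% in these data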;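 note: 0% = GSTO1-1 with DMSO and 100% = wells lacking GSTO1-1 enzyme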
PAD4 FP inh: human PAD4 inhibitors, primary screen, biochemical, fluorescence polarization, 1536-well format | recombinant PAD4, RCA probe fluorescence polarization | Protein-arginine deiminase type-4 (Homo sapiens), Q9UM07 | inhibition, % at 6.36 µM | 330,000 compounds, 0.41% hits;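 active = percent inhibition above a cutoff equal to the mean of all tested compounds plus 3 SD, cut at about 15% in these data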;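 note: 0% = PAD4 with RCA probe and DMSO and 100% = probe without PAD4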
Target sequence (Q9UM07 whole entry, looked up): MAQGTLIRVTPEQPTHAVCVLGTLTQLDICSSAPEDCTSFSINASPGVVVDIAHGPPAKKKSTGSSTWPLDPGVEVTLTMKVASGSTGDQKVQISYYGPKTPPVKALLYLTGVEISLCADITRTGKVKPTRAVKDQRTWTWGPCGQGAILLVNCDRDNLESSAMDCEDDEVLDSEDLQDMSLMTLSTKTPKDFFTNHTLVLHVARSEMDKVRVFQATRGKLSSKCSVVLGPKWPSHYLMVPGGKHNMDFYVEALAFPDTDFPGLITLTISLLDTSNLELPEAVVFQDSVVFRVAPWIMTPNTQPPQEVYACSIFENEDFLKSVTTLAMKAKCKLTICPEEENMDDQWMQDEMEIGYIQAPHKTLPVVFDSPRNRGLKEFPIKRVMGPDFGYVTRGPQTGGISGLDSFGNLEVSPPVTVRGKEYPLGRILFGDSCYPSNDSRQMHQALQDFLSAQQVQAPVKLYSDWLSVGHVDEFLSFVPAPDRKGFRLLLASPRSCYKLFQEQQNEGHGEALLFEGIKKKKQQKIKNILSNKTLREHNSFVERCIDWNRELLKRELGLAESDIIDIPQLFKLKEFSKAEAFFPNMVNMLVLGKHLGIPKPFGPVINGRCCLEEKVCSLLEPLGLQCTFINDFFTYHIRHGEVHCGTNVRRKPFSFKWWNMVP
PAFAH2 FP inh: PAFAH2 enzyme inhibitors, primary screen, biochemical, fluorescence polarization, human. inhibition, % at 3.39 µM. AID 492956, 2010. recombinant PAFAH2, FP-rhodamine activity probe. 340,000 compounds, 0.99% hits;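 active = inhibition above the mean over all tested compounds plus 3 SD, cut at about 30% in these data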;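 note: inhibitors block probe labeling of enzyme so polarization drops; 0% = enzyme with DMSO and 100% = wells lacking PAFAH2 protein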
pPAFAH FP inh: pPAFAH enzyme inhibitors, primary screen, biochemical, fluorescence polarization, human; Platelet-activating factor acetylhydrolase (Homo sapiens), Q13093; inhibition, % at 3.39 µM; recombinant pPAFAH, FP-rhodamine probe fluorescence polarization; 330,000 compounds, 1.5% hits;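 active = inhibition above the mean inhibition across the screen plus 3 SD, cut at about 25% in these data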;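 note: inhibitors block binding of the rhodamine activity-based probe so polarization drops; 0% = enzyme with DMSO and 100% = wells lacking pPAFAH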
Target sequence (Q13093 whole entry, looked up): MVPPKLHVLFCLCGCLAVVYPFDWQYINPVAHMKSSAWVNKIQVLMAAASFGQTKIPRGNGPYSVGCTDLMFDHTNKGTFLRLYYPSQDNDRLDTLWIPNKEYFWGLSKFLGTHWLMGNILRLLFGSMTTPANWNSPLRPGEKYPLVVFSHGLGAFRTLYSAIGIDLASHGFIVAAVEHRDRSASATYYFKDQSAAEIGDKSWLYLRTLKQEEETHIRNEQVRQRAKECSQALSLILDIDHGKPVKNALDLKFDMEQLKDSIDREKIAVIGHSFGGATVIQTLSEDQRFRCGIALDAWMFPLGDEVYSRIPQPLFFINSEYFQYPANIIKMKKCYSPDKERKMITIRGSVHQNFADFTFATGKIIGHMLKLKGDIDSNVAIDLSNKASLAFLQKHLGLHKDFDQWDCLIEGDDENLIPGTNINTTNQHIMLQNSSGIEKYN
PME-1 primary: PME-1 inhibitors via competitive probe labeling, primary screen, biochemical, fluorescence polarization, FP-Rh probe, HTS | Protein phosphatase methylesterase 1 (Homo sapiens), Q9Y570 | 320,000 compounds, 0.53% hits | recombinant PME-1 | inhibition, % at 5.9 µM;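 active = inhibition above the campaign mean of all compounds plus 3 SD, cut at about 26% in these data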;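 note: competitive labeling of PME-1 active site by serine hydrolase directed probe; 0% = PME-1 with DMSO and 100% = wells lacking PME-1 enzyme; inhibitors block probe labeling so polarization falls and inhibition rises; many of its hits are not listed in these tables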
PAFAH1B3 FP inh: PAFAH1B3 enzyme inhibitors, primary screen, biochemical, fluorescence polarization, human; inhibition, % at 3.39 µM; recombinant PAFAH1B3, FP-rhodamine probe; AID 492972, 2010; 340,000 compounds, 0.28% hits;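 active = inhibition above the screen-wide average of all tested compounds plus 3 SD, cut at about 25% in these data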;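 note: 0% = enzyme with DMSO only and 100% = wells lacking PAFAH1B3 protein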
LYPLA1 inh: LYPLA1 inhibitors, primary screen, counter-screen for PME1 inhibitor project, biochemical, fluorescence polarization, FP-Rh probe ABPP; 320,000 compounds, 0.16% hits; Acyl-protein thioesterase 1 (Homo sapiens), O75608; inhibition, % at 5.9 µM; AID 2174, 2009; recombinant LYPLA1;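 active = inhibition above the mean of all tested compounds plus 3 SD, set per campaign, cut at about 14% in these data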;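 note: inhibitors block serine hydrolase probe labeling of LYPLA1 so polarization falls; 0% = enzyme with DMSO and 100% = wells lacking LYPLA1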
Starred values were filed as active, the others as inactive; x = not tested or not shown; & = joins results of further samples. This is a subset; rates above refer to the full screens.

canonical_smiles,LYPLA2 counter,PAFAH1B2 FP inh,GSTO1 counter,PAD4 FP inh,PAFAH2 FP inh,pPAFAH FP inh,PME-1 primary,PAFAH1B3 FP inh,LYPLA1 inh
CCc1ccc(OCCOCC(O)CNC(C)(C)C)cc1 (stereo not given),2.7,0.4,0.8,1.8,-2.5,0.7,-3.6,-12.7,0.9
Cc1cc(C(=O)COc2cccnc2[N+](=O)[O-])c(C)n1-c1ccccc1F,28.1*,-2.9,29.8,-11.1,-3.3,6.3,2.5,3.0,2.2
CCOC(=O)N1CCC(NC(=O)c2cccc3c2C(=O)N(CCOC)C3)CC1,-1.1,1.1,0.2,-2.5,0.9,1.9,1.0,-5.3,-0.6
CCOc1ccc(NS(=O)(=O)c2cc(C(=O)N3CCC3)ccc2Cl)cc1,-3.7,0.9,7.8,-3.8,2.7,0.5,1.0,4.6,-0.4
O=C(CCC(=O)OCC(F)(F)C(F)F)Nc1ccc(F)cc1F,-4.4,2.0,1.3,1.5,8.5,0.0,-3.9,1.8,-2.4
CCc1ccc(NC(=S)NCc2cccnc2)cc1,-5.9,1.5,12.7,-1.4,3.8,-5.3,0.3,2.0,-1.7
O=C1Cc2ccccc2Sc2ccccc21,-0.9,1.1,-5.6,-4.5,10.7,6.3,-7.8,2.5,-2.8
CCOC(=O)CCP(=O)(O)C(C)(O)c1ccccc1 (stereo not given),1.0,5.2,-3.7,1.2,6.4,-0.2,0.2,11.5,0.2
CSc1nsc(SCC(=O)Nc2cccc(C(=O)O)c2)n1,-0.8,6.2,5.5,-2.2,-0.7,6.3,0.8,-1.9,-4.0
COc1cccc(N2C(=O)CN(Cc3ccc(OC)c(OC)c3)C2=S)c1,1.6,3.4,-1.3,0.7,-0.4,-1.0,-2.4,10.3,-1.8
COc1ccc(Br)cc1CN(C)C(=O)c1ccccc1OCc1c(C)noc1C,-2.9,-1.7,6.3,-2.3,5.6,2.9,4.4,-0.1,0.6
COc1ccccc1N1CCN(CC(O)COc2cccc3ccccc23)CC1 (stereo not given),-1.4&5.1,-2.2&-2.0,1.2&3.9,-1.9&6.3,5.8&2.7,2.6&4.7,1.3&0.2,5.5&8.0,0.6&-1.9
CCOC(=O)C1=C(N)OC2=C(C(=O)CC(C)(C)C2)C1c1ccco1 (stereo not given),2.4,-1.2,-0.7,-2.3,-8.2,-9.7,-3.7,1.2,0.2
COC(=O)Cn1ncc(N2C3CC(CC(C)(C)C3)C2C)c(Cl)c1=O (stereo not given),2.3,9.7,3.6,-0.3,-4.7,1.8,-3.3,-1.4,-0.2
COC(=O)C(O)(CC(=O)Nc1ccc(Cl)cc1Cl)C(F)(F)F (stereo not given),7.4,-5.1,0.3,6.9,-0.5,7.2,0.3,-4.0,3.0
COc1ccc(OC)c(CN2C(=O)c3ccccc3C2C(=O)NCc2cccnc2)c1 (stereo not given),-0.2,-1.0,4.4,-1.3,0.8,2.6,0.0,10.1,1.1
CCCOC(=O)c1c(NC(=O)CCCn2nc([N+](=O)[O-])cc2C)sc(C(=O)OC)c1C,-3.2,5.2,2.7,1.0,-10.4,4.2,-4.6,-3.9,-12.9
CCOC(=O)N1CCC(Nc2cccc(SC)c2)CC1,4.9,4.4,-3.2,-1.5,0.2,-2.8,-2.0,-0.5,-4.0
CC(=O)CCC(=O)N1CCC(n2nccc2NC(=O)c2ccccc2C)CC1,-5.3,-0.3,-0.7,-0.6,0.5,-4.9,5.4,5.7,-1.5
O=C(O)c1cccc(NC(=O)c2ccc(S(=O)(=O)c3ccccc3)cc2)c1,1.6,8.6,1.8,-0.8,-3.0,2.1,-0.1,7.5,-3.8
COC(=O)CC1C(=O)NCCN1C(=S)NC(=O)c1ccccc1[N+](=O)[O-] (stereo not given),4.5,3.4,-2.0,1.0,2.0,4.6,3.2,4.6,2.6
Cc1ccc(CSc2sc(C(=O)c3ccccc3)c(N)c2C#N)cc1,-5.7,-6.0,-8.7,-3.2,-5.6,1.1,-6.7,-4.9,-7.8
O=C(NCc1ccncc1)c1cc(F)c(F)cc1Cl,1.7,-0.3,8.9,-1.7,0.9,1.0,4.3,-1.3,-2.1
COc1cc(OC)cc(C(=O)N2CCN=C2SCc2cccnc2)c1,-3.7,-3.0,8.5,1.5,7.2,-5.0,-1.6,1.8,0.4
Cn1c(NC(=O)c2ccc(Cl)cc2)cc(=O)n(C)c1=O,-0.2,0.2,-3.1,1.2,-0.6,1.0,6.4,-1.9,-3.0
Cc1cccc2nc(CSc3ccccc3N)cn12,6.8,4.2,5.5,-5.3,4.5,7.5,1.8,-3.0,-0.4
CC(C)Cn1c(SCC(=O)Nc2cccnc2Cl)nnc1-c1ccco1,x,11.3,x,-2.7,-2.6,4.7,x,9.5,x
CCOC(=O)c1c(NC(=S)Nc2ccccc2)sc2c1CCCCC2,3.6,8.7,-5.0,-1.6,0.6,7.8,5.6,12.4,-2.0
CCOC(=O)c1oc2cccc(O)c2c1C,5.5,2.1,10.2,1.7,-5.4,0.3,3.4,1.9,4.9
Cc1ccc(Cl)cc1NC(=O)Nc1cccs1,-1.4,4.9,-7.4,6.7,-4.8,9.3,13.5,2.7,-8.1
Brc1ccc2c(c1)OCCOCCOCCOCCOCCO2,-3.7,3.4,8.4,2.0,5.1,4.0,-2.9,9.0,-0.4
CN(CC(=O)Nc1c(Cl)cccc1Cl)C(=O)c1ccccc1-c1nc2ccccc2s1,-0.4,2.4,-0.8,-4.1,4.5,7.5,-3.3,2.2,-0.6
O=C(Nc1sc2c(c1C(=O)O)CCCCC2)c1ccccc1F,-1.9,7.1,-22.7,-2.9,13.8,6.5,-2.0,-1.9,-1.9
CCCn1c(/C=C/c2cc[n+](C)cc2)nc2ccccc21,2.7,-0.2,3.0,0.4,0.0,2.3,-8.3,5.6,-1.8
CCOC(=O)C1C(c2ccc(C)o2)NC(=O)NC1(O)C(F)(F)F (stereo not given),2.0,2.5,2.6,-1.6,6.3,5.9,-4.8,8.8,-2.6
COc1cccc(/C=N/NC(=O)c2nnn(-c3nonc3N)c2-c2cccs2)c1,2.1,4.0,-0.7,1.6,-2.5,1.0,19.3,0.9,-0.1
Cc1nn(Cc2ccccc2)c(Cl)c1/C=N/NC(=O)c1cccnc1,-5.2,0.2,2.0,-1.1,-3.7,-4.7,-4.1,7.4,-2.3
CCCN(Cc1nnc(-c2ccccc2Cl)o1)C(=O)c1oc2ccccc2c1C,7.7,6.6,-0.3,2.0,6.3,0.6,4.9,6.4,0.4
CCCCOc1ccc(C2(C)NC(=O)N(C)C2=O)cc1 (stereo not given),-7.8,9.8,2.3,0.5,6.3,-4.4,-2.1,6.7,-1.8
Cc1ccc(-n2nnc3c(=O)n(CC(=O)c4ccccc4)cnc32)cc1,1.7,3.3,-1.9,2.0,-0.8,7.0,-2.6,3.7,-2.3
O=C(Nc1ccccc1)O[C@@H]1C[C@H]2CCC(=O)N3CC[C@@H](C1)[C@@H]23,-0.3,x,9.2,0.3,x,1.5,7.7,x,4.4
CCOC(=O)c1[nH]c2ccccc2c1N=CN(CC)CC,7.1,0.0,4.6,3.9,-3.8,4.4,-3.9,4.8,-2.0
O=C(COC(=O)CCc1nc2ccccc2s1)Nc1ncc(Cl)cc1Cl,3.6,7.7,4.3,-0.5,10.3,16.6,3.1,7.0,-2.6
C/C(=N\Nc1ccccn1)c1ccc(C(C)C)cc1,3.1,4.2,7.2,-5.0,-2.8,0.5,-3.2,-3.3,3.4
Cc1cccc(/C=N/NC(=O)c2ccc(F)cc2)n1,1.7,9.2,13.1,-0.3,-4.3,0.9,6.2,14.8,-2.7
COc1ccc(C(=O)Nc2ccccc2C(=O)NCCN2CCOCC2)cc1OC,-2.6,0.9,-2.2,1.8,0.6,1.3,-4.1,4.6,-0.7
O=C(NCc1cccnc1)c1c(O)c2cccc3c2n(c1=O)CCC3,-0.1,-1.1,-0.3,-3.7,3.9,-2.7,6.3,-7.3,0.7
Cc1ccnc(NC(=O)c2ccc(Cl)c([N+](=O)[O-])c2)c1,8.9,-3.3,14.0,3.8,-5.4,2.0,2.8,8.1,2.5
O=C(O)c1ccccc1C(=O)Nc1ccccc1,3.4,3.4,5.2,1.0,-9.7,0.0,1.1,2.2,-2.1
CN(C)c1cccc2c(C=C(C#N)C#N)ccc(N(C)C)c12,-1.1,-0.8,7.2,-11.4,5.1,13.3,-4.1,6.1,-2.1
Cc1cc(/C=C(\C#N)C(=O)N2CCOCC2)c(C)n1C1CCCC1,6.5,3.3,2.6,0.5,-0.5,7.4,1.7,3.7,2.9
COc1cc(NC(=O)c2cc(Cl)ccc2Cl)ccc1-c1cc2ccccc2oc1=O,-15.9,-0.3,-3.1,-10.0,-13.5,2.8,-7.7,1.9,-10.3
NC(=O)NC(=O)CSc1nnc(-c2ccco2)n1Cc1ccccc1,0.1,-0.5,8.5,2.3,4.0,1.8,-2.5,6.0,4.4
Cc1cc(C)nc(SCc2csc(-c3ccccc3)n2)n1,6.9,1.9,-0.9,-1.1,2.7,-2.6,-5.3,0.3,-5.0
COc1ccccc1CNC(=O)CCCn1nc(C)n2ccnc2c1=O,6.4,1.9,0.3,2.7,-1.2,-0.3,5.5,-4.6,-0.7
O=[N+]([O-])c1ccc(-c2cnc[nH]2)cc1,3.4,x,4.5,-4.8,x,6.1,-0.7,x,-1.1
Cc1cccc(NC(=O)COc2coc(CN3CCN(Cc4ccccc4)CC3)cc2=O)c1,2.5,3.5,8.2,-2.2,3.7,8.5,-1.4,8.9,-2.0
CCN(Cc1ccccc1)C(=O)c1cccc(S(=O)(=O)N2CCN(c3ccc(F)cc3)CC2)c1,-4.2,11.2,-6.9,1.4,3.1,1.4,0.8,2.6,0.7
Cn1c(=O)c2c(ncn2CCC(=O)N/N=C/c2ccccc2)n(C)c1=O,1.1,4.7,9.0,5.1,-3.0,4.2,5.0,4.8,2.2
COc1ccc(Cl)cc1NC(=O)CN(C)C(=O)C1COc2ccccc2O1 (stereo not given),x,-0.6,x,1.5,-5.1,4.5,x,-7.2,x
CCCN(CCC)CCCNC(=O)C1c2cc(OC)c(OC)cc2C(=O)N(C)C1c1cccnc1 (stereo not given),4.5,-0.3,5.2,-3.5,-3.3,0.1,-7.2,3.5,-1.6
Cc1c(-c2nc(-c3cccnc3)no2)cccc1[N+](=O)[O-],2.4,0.6,3.2,4.3,3.9,4.1,9.1,3.0,-1.3
